Lipid storage S3 = qHTS Assay for Lipid Storage Modulators in Drosophila S3 Cells; Drosophila S3 cells, BODIPY lipid droplet fluorescence, 18-24 h; cells fed with added oleic acid; lipid storage change, negative = inhibition, % at the top dose, mostly 46.1 µM; hits show Potency in µM; 320,000 compounds, 0.64% hits; AID 2685; active means well fitted inhibition curve with a large enough effect in the signal ratio, with a control signal flat, not every such curve was filed as active; inconclusive means small, poorly fitted or top-dose-only effect, or effect the other way, or a change in a side signal; the % refers to the signal ratio
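Laser-scanning cytometry quantifies lipid droplet accumulation (500–530 nm total intensity; droplet/cell object ratio) in oleic acid-fed (400 uM added) Drosophila S3 cells treated with a concentration series. 20 uM Triacsin C defined 100% inhibition.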
Lipid storage S3 cell count max = further read-out of Lipid storage S3, marked with its call; cell number change, %; measured here: cell count max response;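 cells counted by Cell Tracker Red CMTPX staining in the red channel; peak over a dose series mostly up to 46.1 µM; percent activity relative to internal control wells on each plate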
An asterisk follows results filed as active; i = inactive; ? = inconclusive; nt = not tested or not shown. On the % scale 0 is the no-effect control and ±100 the full control effect; potency means the concentration at half of the fitted maximal effect. Some of the compounds tested (hit frequency here may not be typical).

Lipid storage S3	Lipid storage S3 cell count max	SMILES
-12.8%	2.4	C[C@H]1CN=C(N(C)C)N1CCC1CCCC1
?	nt	COC(=O)c1ccc2c(c1)N(Cc1nc(-c3cccc(C)c3)oc1C)C(=O)C1CCCN21 (centres undefined)
i	8.0	Cc1csc(C)[n+]1CC(=O)c1ccccc1
-15.8%	nt	COc1ccc(N2CCN(S(=O)(=O)c3cc(Br)cnc3N)CC2)cc1
?	nt	CCn1cc(C(=O)N2CCc3ccccc32)c(=O)c2cc(S(=O)(=O)N3CC(C)CC(C)C3)ccc21 (centres undefined)
?	nt	Cc1cc(C(=O)COc2ccc(F)cc2Br)c(C)n1C
?	nt	C=CCn1c(SCC(=O)N2CCOCC2)nc2ccccc2c1=O
?	nt	[O-]/C(=C(\C(=S)NCc1ccccc1)[n+]1ccccc1)c1ccc(Cl)cc1

Brought forward from above: 5 entries, then new ones.
Lipid storage S3	Lipid storage S3 cell count max	SMILES
-15.8%	nt	COc1ccc(N2CCN(S(=O)(=O)c3cc(Br)cnc3N)CC2)cc1
?	nt	CCn1cc(C(=O)N2CCc3ccccc32)c(=O)c2cc(S(=O)(=O)N3CC(C)CC(C)C3)ccc21 (centres undefined)
?	nt	Cc1cc(C(=O)COc2ccc(F)cc2Br)c(C)n1C
?	nt	C=CCn1c(SCC(=O)N2CCOCC2)nc2ccccc2c1=O
?	nt	[O-]/C(=C(\C(=S)NCc1ccccc1)[n+]1ccccc1)c1ccc(Cl)cc1
?	nt	CN(C)CCCn1c(=O)n(CCc2ccccc2)c(=O)c2c3c(sc21)CCCCC3
-10.9%	nt	COCCCn1ccc(O)c(Cc2ccc(F)cc2)c1=O
?	nt	COC(=O)c1cc([N+](=O)[O-])ccc1N1CCN(Cc2ccccc2)CC1
?	nt	CC(=O)c1ccc(NC(=O)Nc2ccc(Br)cc2C)cc1
11.9%	-22.1	CCOC(=O)[C@H]1[C@H]2COc3ccc(C)cc3[C@@H]2N2C(=O)c3cc(F)ccc3NC(=O)[C@@]12C
6.4%	-0.3	O=C(NC(=S)N1CCCc2ccccc21)c1ccc(Br)cc1
5.7%	13.6	COc1cccc(NC(=O)C(=O)NCCc2ccc(F)cc2)c1
?	nt	CCOc1ccc(NC(=O)NCCCSC2CCCCC2)cc1
19.7%	14.3	COc1ccc(-c2[nH]ncc2CN2CCN(c3ccccn3)CC2)c(OC)c1
-1.4%	2.9	Cc1ccccc1CSc1nsc(N)n1
0.5%	6.3	COC(=O)c1ccc(N2CCN(c3ccccc3)CC2)c(N)c1
?	nt	COc1ccc(S(=O)(=O)N2CCCCCC2)cc1C(=O)NCCc1ccc(F)cc1
i	19.0	CCCc1cc(=O)oc2cc(Oc3ncccn3)ccc12
?	nt	O=C(N/N=C\c1cccc(Cl)c1)c1ccc(Cn2cc(Br)c([N+](=O)[O-])n2)o1
10.0%	-21.4	Cc1nc2ccccc2n1CCOc1ccc(F)cc1
i	nt	COc1ccc(N/C=C(\C#N)S(=O)(=O)c2ccc(OC)cc2)cc1
?	nt	O=C(O)CN1C(=O)C2C3CC(C2C1=O)C1C(c2ccc(F)cc2)c2sc(=O)[nH]c2SC31 (centres undefined)
11.2%	nt	COc1cc(/C=C/C(=O)OCC(=O)Nc2c(C)n(C)n(-c3ccccc3)c2=O)ccc1OCC#N
?	nt	C/C(CC(=O)Nc1ccc(Cl)cc1Cl)=N\NC(=O)c1ccco1
i	-3.6	Cc1ccc(NC(=O)CN2C(=O)NC(C)(C3CC3)C2=O)cc1S(=O)(=O)N1CCCCC1 (centres undefined)
?	nt	O=C(Nc1ccc(-c2nnn(CC(=O)N3CCN(C(=O)c4ccco4)CC3)n2)cc1)c1ccc(F)cc1
?	nt	COc1ccc(CN2CCNC(=O)C2CC(=O)NC2CCOCC2)cc1C (centres undefined)
?	nt	CCN(CCCNC(=O)CNC(=O)c1nn(-c2ccc(OC)c(OC)c2)c(=O)c2ccccc12)c1ccccc1
-26.7%	14.4	Cc1cccc(NS(=O)(=O)c2cn(C)c(=O)n(C)c2=O)c1C
?	nt	COc1cc(/C=N/NC(=O)/C(=C\c2ccc([N+](=O)[O-])cc2)NC(=O)c2ccccc2)cc(OC)c1O
4.6%	5.4	COCc1cc(CN(C)C(=O)c2oc3c(F)cccc3c2C)[nH]n1
?	nt	Cc1ccc(C(=O)COC(=O)c2ccc(Br)o2)cc1C
6.9%	4.8	CCC(C)NC(=O)CNC(=O)c1nn(-c2ccc(OC)cc2)c(=O)c2ccccc12 (centres undefined)
?	nt	S=C(Nc1ccc(Oc2ccccc2)cc1)N(CCCN1CCOCC1)Cc1ccccn1
?	nt	CC(=O)Nc1ccccc1C(=O)C(=O)Nc1ccc(Cl)cc1
?	nt	N/C(=N\OC(=O)Oc1ccccc1)c1ccc([N+](=O)[O-])cc1
?	nt	CCCn1c(SCC(=O)NC2CCCC2)nnc1C(C)C
-6.6%	-10.8	COc1ccc(-n2c(C)c([N+](=O)[O-])c3ccc(O)c(CN(C)C)c32)cc1
i	nt	Cc1ccc(N2C(=O)C(Cl)=C(NCc3ccccc3)C2=O)c(C)c1
?	nt	Cc1ccc(NC(=O)CCn2cccc2)cc1Cl
-13.1%	-25.1	Cc1ccccc1-c1nc(CS(=O)(=O)CC(=O)NCc2ccco2)c(C)o1
?	nt	CC(C)c1ccc(S(=O)(=O)N2CCN(C(=O)c3cccc(F)c3)CC2)cc1
i	nt	c1ccc(CSc2ncnc3c2cnn3Cc2ccccc2)cc1
-11.1%	-12.4	CCC(c1nnnn1CCOC)N1CCN(c2nc3ccccc3s2)CC1 (centres undefined)
?	nt	Cc1ccc2c(c1)c1c3n2CCN(C(=O)Cn2c(-c4ccccc4)noc2=O)C3CCC1 (centres undefined)
?	nt	C/C(=N\NC(=O)CNc1cccc(C(F)(F)F)c1)c1cccs1
4.3%	13.0	C/C(=N\NC(=O)c1c(Br)cnn1C)c1ccc(NC(=O)c2ccc(F)cc2)cc1
?	nt	O=C(N=C1SCC(=O)N1c1ccccc1Cl)c1ccco1
?	nt	CCOC(=O)C(C)n1cnc2c(nnn2-c2ccccc2)c1=O (centres undefined)
i	8.7	Cc1ccccc1NC(=O)C1CCCN(S(=O)(=O)c2ccc(-n3cnnn3)cc2)C1 (centres undefined)
-7.6%	23.6	Cc1cc(C)c(C#N)c(Sc2ccccc2N)n1
24.2%	-4.5	Cc1ccc(S(=O)(=O)c2c(C)nn(C(C)(C)C)c2OC(=O)CC(C)C)cc1
?	nt	CCCNS(=O)(=O)c1ccc(OCC(=O)N2CCc3ccccc3C2)c(C)c1
26.3%	15.9	O=C(NCCC(=O)N1CCN(S(=O)(=O)c2ccccc2Cl)CC1)Nc1ccccc1
-0.7%	-6.5	COc1ccc(OC)c(CNn2c(-c3ccccc3F)nc3ccccc3c2=O)c1
?	nt	O=P1(O)C=C(c2ccccc2)OC(c2ccccc2)=C1
?	nt	CCCCc1ccc(Nc2nc(N3CCOCC3)nc(N3CCOCC3)n2)cc1
26.6%	-1.8	COc1ccc(-c2[nH]c(-c3ccc(Cl)cc3)nc2SCC(=O)Nc2nccs2)cc1
?	nt	Cc1cccc(Cc2nnc(CCC(=O)NCc3ccncc3C)o2)c1
?	nt	CSc1nncc(=O)[nH]1
-7.9%	14.8	CC(=O)N/N=C(\C)CC(=O)Nc1ccc2c(c1)OCCO2

Next entries follow:
Lipid storage S3	Lipid storage S3 cell count max	SMILES
?	nt	Fc1ccccc1COc1cccc(/C=N/n2cnnc2)c1
?	nt	COc1ccc(CNCC(=O)Nc2cccc(S(N)(=O)=O)c2)cc1
?	nt	CC(=O)C1=C(O)C(=O)N(CCCN2CCOCC2)C1c1ccccc1[N+](=O)[O-] (centres undefined)
-6.0%	-16.4	COc1cccc(-c2cc3nc(-c4ccccc4)cc(N4CCC5(CC4)OCCO5)n3n2)c1
?	nt	COCCOC(=O)C1=C(C)NC2=C(C(=O)CCC2)C1c1ccc(N(C)C)cc1 (centres undefined)
?	nt	CN(CCc1cn[nH]c1)C(=O)C1CCC(=O)N(CC2CCCCC2)C1 (centres undefined)
?	nt	Cc1cccc(Nc2nc(N)c([N+](=O)[O-])c(NCc3ccco3)n2)c1
-0.2%	-7.1	N#C/C(=N\Nc1ccccc1F)c1nc(-c2ccccc2)cs1
i	nt	Cc1c(C)n2c(SCC(=O)NCc3ccc4c(c3)OCO4)nnc2[nH]c1=O
?	nt	CCCc1cc(-c2n[nH]c(=S)n2C(C)c2ccccc2)cs1 (centres undefined)
?	nt	CNC(=S)N/N=C/c1ccc(OCc2ccccc2)c(Br)c1
-11.9%	-0.8	CCC(C)Nc1nc(C)nc2c1oc1ccccc12 (centres undefined)
-8.0%	-14.3	COCCn1c(SCc2cc(=O)n3ccsc3n2)nnc1-c1ccncc1
?	nt	Cc1noc(C)c1CSCC(=O)N(C)CC(=O)Nc1ccc(F)cc1
-21.1%	-8.6	CCCCOc1ccc(C(=O)Nc2ccc(N3CCN(C)CC3)cc2)cc1
?	nt	CCN(CC)S(=O)(=O)c1ccc2c(c1)nc(CCC(=O)OCC(=O)Nc1cc(OC)cc(OC)c1)n2C
?	nt	CC(=O)Nc1ccc(S(=O)(=O)NCCC(=O)NCCc2ccc(F)cc2)cc1
?	nt	COc1ccc(Nc2nc(NCc3ccco3)nc(N/N=C/c3ccc(O)cc3)n2)cc1
?	nt	CCOC(=O)c1ccc(NC(=O)c2sc3nc4n(c(=O)c3c2C)CCC4)cc1
?	nt	CC[C@H](C)[C@H](NC(=O)c1ccc(Cl)cc1)C(=O)OCC(=O)c1ccc2c(c1)NC(=O)CO2
?	nt	Cc1ccc(-c2nn3c(C)nnc3s2)cc1NC(=O)c1ccc(-c2cccc(Cl)c2)o1
20.6%	29.5	Cc1cc(C(=O)N2CCN(C/C=C/c3ccccc3)CC2)cs1
i	-21.7	N#CC1=C(N)Oc2cc(N)ccc2C1c1cccc(Br)c1 (centres undefined)
-2.9%	7.9	CCc1ccc2[nH]c3nc(SCc4nnc(-c5ccc(C)cc5)o4)nnc3c2c1
?	nt	O=C(NCCc1ccc(Cl)cc1)C1CCC(CNc2c(N3CCCCC3)c(=O)c2=O)CC1 (centres undefined)
?	nt	CN(NS(=O)(=O)c1ccc(Cl)cc1)c1ncc(C(F)(F)F)cc1Cl
-20.3%	nt	O=C(/C=C/c1ccccc1)NC(=S)NNC(=O)Cc1cccs1
2.2%	7.8	CCc1ccc(S(=O)(=O)Nc2ccc(O)c3ccccc23)cc1
-5.0%	13.3	Cc1noc(C)c1C(=O)OCC(=O)NC(c1ccccc1)c1ccccc1
4.6%	3.5	O=C(Nc1cccc2[nH]ncc12)NS(=O)(=O)c1ccccc1
-14.6%	-22.0	CCOC(=O)c1nc(C)sc1-c1ccnn1S(=O)(=O)c1ccc(Cl)cc1Cl
?	nt	CC(C)N(CCO)Cc1nc(C(c2ccccc2)c2ccccc2)no1

Arranged by the number under Lipid storage S3 (low to high): some entries from above.
Structure,Lipid storage S3,Lipid storage S3 cell count max
O=C(/C=C/c1ccccc1)NC(=S)NNC(=O)Cc1cccs1,-20.3%,nt
CCOC(=O)c1nc(C)sc1-c1ccnn1S(=O)(=O)c1ccc(Cl)cc1Cl,-14.6%,-22.0
Cc1noc(C)c1C(=O)OCC(=O)NC(c1ccccc1)c1ccccc1,-5.0%,13.3
CCc1ccc(S(=O)(=O)Nc2ccc(O)c3ccccc23)cc1,2.2%,7.8

Other records follow:
Lipid storage S3	Lipid storage S3 cell count max	SMILES
i	5.6	COc1ccc(NC(=O)c2c(C)nn(Cc3ccccc3)c2C)cc1S(=O)(=O)N(C)C
?	nt	CCOC(=O)C(=NCCCN(C)C)NNc1cc(C(F)(F)F)ccc1Cl
1.3µM*	19.2*	CCc1c(C)nc(N)n2c(SCC(=O)NC3CCCCC3)nnc12
i	-3.6	CCCCC(=O)Nc1ccc(C)c(O)c1
i	-22.2	O=C(CSc1n[nH]c(-c2ccncc2)n1)Nc1ccc(Cl)c(C(=O)O)c1
3.5%	2.1	Cc1cccc(OCCSc2nc3ncnc(N)c3[nH]2)c1
-19.3%	nt	Cc1cc(NC(=O)COC(=O)CC2CCCC2)c([N+](=O)[O-])cc1C
?	nt	Cc1nc([N+](=O)[O-])c(Sc2nc3ccccc3n2C)n1Cc1ccccc1
?	nt	Cc1cccc(C(=O)Nc2nnc(SCC(=O)NC3CC3)s2)c1
7.4%	12.4	O=[N+]([O-])c1ccc(N2CCN(c3ccc(F)cc3)CC2)cc1
?	nt	COc1ccc(S(=O)(=O)NCC2CCCN(Cc3ccc(C)o3)C2)cc1 (centres undefined)
?	nt	COc1ccccc1N1CC(C(=O)Nc2cccc(C(=O)O)c2)CC1=O (centres undefined)
8.4%	1.7	CCN(CC(=O)Nc1cccc(OC)c1)C(=O)c1ccco1
-12.5%	-11.1	O=C(O)C1C2C=CC(C2)C1C(=O)NCCC1=CCCCC1 (centres undefined)
-12.0%	nt	O=C(NC(Cc1c[nH]c2ccccc12)C(=O)N/N=C/c1ccc(Br)cc1)c1cccs1 (centres undefined)
?	nt	O=C(CCSc1nc(-c2ccco2)cc(C(F)(F)F)n1)N1CCN(c2ccccc2)CC1
?	nt	COc1ccc(/C=N/NC(=O)c2ccc3nc[nH]c3c2)cc1OC

Screens: PubChem, National Center for Advancing Translational Sciences (NCATS)
